CSN inh: blocks human CSN-mediated cullin deneddylation; Purified CSN, SCF-Nedd8-OG deneddylation, fluorescence polarization; Q92905; 360,000 tested, 0.38% active; AID 651999; inhibition, % at 12.5 µM;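 active means pattern-corrected inhibition above about 35%, with an unprinted fluorescence ratio check between 0.5 and 1.5, limit read from the data, passing the limit was not always enough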;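 further: 0% = enzyme with substrate and 100% = substrate without enzyme; some results filed as inactive read as strong as hits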
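Test system: Human Csn5 produced in HEK293T cells | Compound: 12.5 µM single point | Times: 90 min, room temperature | Signal: Fluorescence polarization readout | Read-out basis: % inhibition of substrate cleavage by Csn5 | Controls: no-enzyme wells high, enzyme-with-substrate wells low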
MsrA act: activators of bovine methionine sulfoxide reductase A | activation, % at 10.6 µM | purified bovine MsrA, absorbance read-out | 360,000 tested, 0.3% active; in the data active means activation above about 7.5%;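 further: 0% = vehicle and 100% = reference activator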
MLLE-PAM2 inh: blocks PAM2 peptide binding to the PABP1 MLLE domain; GST-MLLE / FITC-PAM2 fluorescence polarization; inhibition, % at 20 µM; 360,000 tested, 0.36% active; in the data active means inhibition above about 35%, passing the limit was not always enough;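 further: plate controls were DMSO wells with GST-MLLE for no effect and wells lacking GST-MLLE protein for full effect; some results filed as inactive read as strong as hits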
eLon inh: E. coli protease La inhibition | purified E. coli Lon protease, fluorescence polarization | AID 602123 | inhibition, % at 7.94 µM | 360,000 tested, 0.42% active; in the data active means inhibition above about 13%, passing the limit was not always enough;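 further: 0% = enzyme with probe and DMSO and 100% = no enzyme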
Rin1-Abl PPI inh: inhibitors of human Rin1-Abl protein interaction | TR-FRET Rin1/Abl binding, biochemical | inhibition, % at 7.35 µM | P00519+Q13671 | 360,000 tested, 0.4% active; in the data active means inhibition above about 5%, passing the limit was not always enough
FAS-TE inh: inhibitors of human fatty acid synthase thioesterase domain; recombinant FAS-TE, OMFH fluorogenic substrate, fluorescence endpoint; inhibition, % at 15 µM; 360,000 tested, 0.67% active; AID 602261;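 active means compounds whose normalised, plate-corrected inhibition of enzyme fluorescence in the single-dose primary screen is 50% or more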;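 further: 0% = DMSO with enzyme and 100% = substrate without enzyme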
MsrA inhibitor: inhibitors of bovine MsrA; AID 651718; 360,000 tested, 0.75% active; inhibition, % at 15.5 µM; purified bovine MsrA, absorbance read-out; in the data active means inhibition above about 4.5%;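 further: 0% = vehicle wells with enzyme and 100% = reference inhibitor wells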
TbMetRS inhib: blocks T. brucei methionyl-tRNA synthetase activity. AID 624268. 360,000 tested, 0.4% active. inhibition, % at 11.9 µM. purified T. brucei MetRS, ATP depletion, Kinase-Glo luminescence;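 active means inhibition above a per-plate cutoff of the control wells' mean inhibition plus 3 SD, cut at about 5.5% in these data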;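 further: 0% = DMSO wells median and 100% = median of wells with control inhibitor compound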
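Test system – parasite MetRS enzyme · Reagent – substrates ATP, L-methionine and bulk Escherichia coli tRNA · Doses – 11.9 µM compound single dose, 0.9% DMSO · Times – 15 min enzyme-compound preincubation, 2 h reaction, 10 min detection, 25 °C · Signal – Kinase-Glo luminescence, ATP depletion format · Controls – DMSO-only wells as low control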
Neddyl block: blocks human cullin neddylation; P61081+Q13564; TR-FRET cullin neddylation, biochemical; calls only at 25 µM; 360,000 tested, 0.58% active; AID 651699; in the data active means inhibition above about 36%
Target sequence (P61081 whole entry, looked up): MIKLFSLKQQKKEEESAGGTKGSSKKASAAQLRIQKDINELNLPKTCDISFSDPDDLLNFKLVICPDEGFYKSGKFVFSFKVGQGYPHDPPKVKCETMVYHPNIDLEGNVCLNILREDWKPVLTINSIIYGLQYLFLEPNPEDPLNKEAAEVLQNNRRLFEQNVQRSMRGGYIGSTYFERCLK
Target sequence (Q13564 whole entry, looked up): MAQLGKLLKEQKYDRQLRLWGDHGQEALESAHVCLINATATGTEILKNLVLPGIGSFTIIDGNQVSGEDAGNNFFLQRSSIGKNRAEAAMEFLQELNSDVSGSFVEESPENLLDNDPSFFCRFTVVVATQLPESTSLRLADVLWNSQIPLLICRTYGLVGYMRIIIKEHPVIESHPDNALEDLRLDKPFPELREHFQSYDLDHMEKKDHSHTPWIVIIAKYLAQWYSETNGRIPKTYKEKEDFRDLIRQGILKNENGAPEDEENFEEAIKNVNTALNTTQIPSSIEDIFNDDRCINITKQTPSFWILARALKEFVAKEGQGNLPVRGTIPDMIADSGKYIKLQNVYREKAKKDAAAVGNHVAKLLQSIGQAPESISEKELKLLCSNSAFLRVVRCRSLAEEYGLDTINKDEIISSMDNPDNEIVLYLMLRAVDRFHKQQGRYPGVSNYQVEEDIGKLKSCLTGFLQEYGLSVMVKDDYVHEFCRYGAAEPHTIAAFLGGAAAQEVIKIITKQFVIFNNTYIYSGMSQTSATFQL
* hit, by the source's call.

For O=C(Nc1cccc(Cl)c1)c1cc(-c2ccco2)on1 the results were CSN inh -3.1, MsrA act -2.0, MLLE-PAM2 inh -13.5, eLon inh -13.5, Rin1-Abl PPI inh -3.1, FAS-TE inh 18.3, MsrA inhibitor -0.5, TbMetRS inhib 0.6 and Neddyl block inactive.
`O=C(COc1coc(CN2CCc3ccccc32)cc1=O)Nc1ccccc1` gave CSN inh -2.4, MsrA act -3.3, MLLE-PAM2 inh 2.5, eLon inh -13.3, Rin1-Abl PPI inh 2.9, FAS-TE inh 1.4, MsrA inhibitor -0.3, TbMetRS inhib -0.2 and Neddyl block inactive.
For COCCN(Cc1cc2cc(C)ccc2nc1Cl)C(=O)Nc1ccccc1C the results were CSN inh -0.1, MsrA act 0.1, MLLE-PAM2 inh 10.5, eLon inh -8.0, Rin1-Abl PPI inh 1.4, FAS-TE inh 18.3, MsrA inhibitor -0.1, TbMetRS inhib -0.9 and Neddyl block inactive.
For C[C@H](NC(=O)c1ccco1)C(=O)Nc1cccc([N+](=O)[O-])c1 the results were CSN inh 1.7, MsrA act -2.5, MLLE-PAM2 inh 5.7, eLon inh -7.0, Rin1-Abl PPI inh -0.6, FAS-TE inh 3.8, MsrA inhibitor 1.7, TbMetRS inhib -0.2 and Neddyl block inactive.
Screening CC1(C)C[C@H]2C3=CCC4[C@@]5(C)CC[C@H](O[C@@H]6O[C@H](C(=O)O)[C@@H](O)[C@H](O)[C@H]6O)[C@@](C)(CO)C5CC[C@@]4(C)[C@]3(C)C[C@H](O)[C@@]2(CO)[C@@H](O)[C@@H]1O (some centres undefined) returned CSN inh 3.9, MsrA act -2.3, MLLE-PAM2 inh -4.8, eLon inh 6.5, Rin1-Abl PPI inh -0.4, FAS-TE inh -7.3, MsrA inhibitor -0.2, TbMetRS inhib -0.1 and Neddyl block inactive.
Screening CCOC(=O)N1CCC(c2nc(C)sc2C(=O)O)CC1 returned CSN inh -0.6, MsrA act -11.8, MLLE-PAM2 inh 5.2, eLon inh 1.6, Rin1-Abl PPI inh -0.8, FAS-TE inh -8.0, MsrA inhibitor 0.8, TbMetRS inhib -0.9 and Neddyl block inactive.
`CC(C)CC(=O)c1c(O)c(C=O)c(O)c2c1O[C@@]1(C)[C@@H](C2)C[C@H]2C[C@@H]1C2(C)C` gave CSN inh 0.0, MsrA act -5.7, MLLE-PAM2 inh 2.2, eLon inh 4.1, Rin1-Abl PPI inh 2.1, FAS-TE inh 4.8, MsrA inhibitor -0.5, TbMetRS inhib -0.4 and Neddyl block inactive.
For CC(=O)c1cccc(NC(=O)CN(C)S(=O)(=O)c2ccc3c(c2)CC(C)N3C(C)=O)c1 (centres undefined) the results were CSN inh 0.3, MsrA act -0.7, MLLE-PAM2 inh -2.5, eLon inh -1.2, Rin1-Abl PPI inh 1.0, FAS-TE inh -2.2, MsrA inhibitor 0.4, TbMetRS inhib 0.0 and Neddyl block inactive.
`Cc1nc2nc(CC(=O)O)[nH]n2c(=O)c1[N+](=O)[O-]` gave CSN inh -1.3, MsrA act -3.6, MLLE-PAM2 inh 9.1, eLon inh 5.7, Rin1-Abl PPI inh 0.3, FAS-TE inh -3.2, MsrA inhibitor 3.4, TbMetRS inhib 0.2 and Neddyl block inactive.
CCc1ccccc1S(=O)(=O)Cc1ccc(C(=O)NCc2ccc3c(c2)OCO3)o1 was read as CSN inh 0.3, MsrA act -0.6, MLLE-PAM2 inh 1.6, eLon inh 5.6, Rin1-Abl PPI inh -1.8, FAS-TE inh 10.6, MsrA inhibitor 1.6, TbMetRS inhib 0.4 and Neddyl block inactive.
Screening Cc1sc(NC(=S)NC(=O)C(C)(C)C)c(C(N)=O)c1C returned CSN inh 2.7, MsrA act -1.4, MLLE-PAM2 inh 24.1, eLon inh -3.8, Rin1-Abl PPI inh -2.0, FAS-TE inh -3.7, MsrA inhibitor 3.4, TbMetRS inhib -0.3 and Neddyl block inactive.
Screening O=C(C[C@H]1CC[C@@H]2[C@H](COC[C@H](O)CN2Cc2cccc(C(F)(F)F)c2)O1)NCCc1ccccc1 returned CSN inh -0.3, MsrA inhibitor -0.1, TbMetRS inhib -0.3 and Neddyl block inactive.

Nothing new here: an excerpt of the list.
For CC(=O)c1cccc(NC(=O)CN(C)S(=O)(=O)c2ccc3c(c2)CC(C)N3C(C)=O)c1 (centres undefined) the results were CSN inh 0.3, MsrA act -0.7, MLLE-PAM2 inh -2.5, eLon inh -1.2, Rin1-Abl PPI inh 1.0, FAS-TE inh -2.2, MsrA inhibitor 0.4, TbMetRS inhib 0.0 and Neddyl block inactive.
`Cc1nc2nc(CC(=O)O)[nH]n2c(=O)c1[N+](=O)[O-]` gave CSN inh -1.3, MsrA act -3.6, MLLE-PAM2 inh 9.1, eLon inh 5.7, Rin1-Abl PPI inh 0.3, FAS-TE inh -3.2, MsrA inhibitor 3.4, TbMetRS inhib 0.2 and Neddyl block inactive.
CCc1ccccc1S(=O)(=O)Cc1ccc(C(=O)NCc2ccc3c(c2)OCO3)o1 was read as CSN inh 0.3, MsrA act -0.6, MLLE-PAM2 inh 1.6, eLon inh 5.6, Rin1-Abl PPI inh -1.8, FAS-TE inh 10.6, MsrA inhibitor 1.6, TbMetRS inhib 0.4 and Neddyl block inactive.
Screening Cc1sc(NC(=S)NC(=O)C(C)(C)C)c(C(N)=O)c1C returned CSN inh 2.7, MsrA act -1.4, MLLE-PAM2 inh 24.1, eLon inh -3.8, Rin1-Abl PPI inh -2.0, FAS-TE inh -3.7, MsrA inhibitor 3.4, TbMetRS inhib -0.3 and Neddyl block inactive.

(further entries)
Screening O=C(Cc1c[nH]c2ccccc12)N1CCN(S(=O)(=O)c2ccc(F)cc2)CC1 returned CSN inh 1.9, MsrA act -10.7, MLLE-PAM2 inh -0.4, eLon inh -4.9, Rin1-Abl PPI inh 4.0, FAS-TE inh -4.4, MsrA inhibitor -0.9, TbMetRS inhib -0.7 and Neddyl block inactive.
`CC(=O)c1cccc(NC(=O)CSc2nc(=O)n(Cc3ccccn3)c3c2CCC3)c1` gave CSN inh -0.1, MsrA act -0.8, MLLE-PAM2 inh -13.3, eLon inh -2.0, Rin1-Abl PPI inh -1.0, FAS-TE inh -3.2, MsrA inhibitor -0.5, TbMetRS inhib -0.2 and Neddyl block inactive.
For CCC(C)(C)C1CCC(NC(=O)N2CCN(c3ccccc3O)CC2)CC1 (centres undefined) the results were CSN inh -3.2, MsrA act -2.2, MLLE-PAM2 inh 13.7, eLon inh -1.7, Rin1-Abl PPI inh 1.9, FAS-TE inh 1.1, MsrA inhibitor -0.8, TbMetRS inhib -0.2 and Neddyl block inactive.
Screening CCNc1nc(NC(C)C)nc(SCCOc2ccc(C)cc2)n1 returned CSN inh -2.9, MsrA act 5.0, MLLE-PAM2 inh -10.2, eLon inh 7.5, Rin1-Abl PPI inh -3.9, FAS-TE inh 20.3, MsrA inhibitor 0.9, TbMetRS inhib -1.1 and Neddyl block inactive.
Screening CN(C(=O)C1CCC(=O)N(CCCN2CCCC2=O)C1)C(C1CC1)C1CC1 (centres undefined) returned CSN inh -2.2, MsrA act -3.0, MLLE-PAM2 inh 2.1, eLon inh -2.1, Rin1-Abl PPI inh -1.5, FAS-TE inh -4.4, MsrA inhibitor -1.4, TbMetRS inhib 0.3 and Neddyl block inactive.
O=C(CSc1nncs1)Nc1ccc(Cl)cc1C(F)(F)F was read as CSN inh 1.8, MsrA act 0.5, MLLE-PAM2 inh 11.4, eLon inh -6.7, Rin1-Abl PPI inh 0.8, FAS-TE inh -3.1, MsrA inhibitor -0.1, TbMetRS inhib -0.1 and Neddyl block inactive.
`O=C(COC(=O)/C=C/c1ccc(Cl)cc1Cl)NCCC1=CCCCC1` gave CSN inh -4.6, MsrA act -4.1, MLLE-PAM2 inh -7.5, eLon inh -5.6, Rin1-Abl PPI inh -1.8, FAS-TE inh -4.9, MsrA inhibitor -0.1, TbMetRS inhib -0.5 and Neddyl block inactive.
Screening COc1ccc(NC2=CC(=O)CC(c3ccccc3)C2)c(OC)c1 (centres undefined) returned CSN inh 10.0, MsrA act -11.4, MLLE-PAM2 inh -7.1, eLon inh -0.6, Rin1-Abl PPI inh 1.1, FAS-TE inh -5.6, MsrA inhibitor -0.8, TbMetRS inhib -1.3 and Neddyl block inactive.
For COCCN(C(=O)CCSc1ccc(F)cc1)c1c(N)n(Cc2ccccc2)c(=O)[nH]c1=O the results were CSN inh 3.6, MsrA act -5.2, MLLE-PAM2 inh -3.8, eLon inh -5.6, Rin1-Abl PPI inh 1.4, FAS-TE inh -5.8, MsrA inhibitor -0.2, TbMetRS inhib -0.3 and Neddyl block inactive.
`COc1ccc(OCC(=O)Nc2ccc(NC(=O)c3ccccc3Cl)c(OC)c2)cc1` gave CSN inh -2.7, MsrA act -7.6, MLLE-PAM2 inh -5.1, eLon inh 5.7, Rin1-Abl PPI inh -0.5, FAS-TE inh 14.4, MsrA inhibitor -0.8, TbMetRS inhib -0.3 and Neddyl block inactive.
Screening Cc1ccc(NC(=O)c2c(Cl)nc3ccccn23)cc1 returned CSN inh 1.7, MsrA act -3.5, MLLE-PAM2 inh -4.4, eLon inh 0.6, Rin1-Abl PPI inh 2.2, FAS-TE inh -6.5, MsrA inhibitor -0.6, TbMetRS inhib -0.4 and Neddyl block inactive.
Screening Cc1noc(/C=C/N(C)C)c1S(=O)(=O)N1CCC(C(=O)O)CC1 returned CSN inh -2.4, MsrA act -0.3, MLLE-PAM2 inh -13.8, eLon inh -0.7, Rin1-Abl PPI inh 1.3, FAS-TE inh -7.8, MsrA inhibitor 0.9, TbMetRS inhib -0.1 and Neddyl block inactive.
For CNC(=S)N/N=C/c1c(C)nn(-c2cccc(Cl)c2)c1Cl the results were CSN inh -1.1, MsrA act -12.2, MLLE-PAM2 inh 11.2, eLon inh 2.0, Rin1-Abl PPI inh 1.1, FAS-TE inh 3.4, MsrA inhibitor -0.9, TbMetRS inhib -1.5 and Neddyl block inactive.
For CN(Cc1ccccc1)C(=O)COC(=O)c1ccc(=O)n(Cc2ccccc2)n1 the results were CSN inh 0.2, MsrA act -1.8, MLLE-PAM2 inh -17.1, eLon inh 1.5, Rin1-Abl PPI inh -0.2, FAS-TE inh -6.3, MsrA inhibitor -1.3, TbMetRS inhib -0.1 and Neddyl block inactive.
For O=S(=O)(NCCc1ccccc1)c1cnc(Cl)c(Br)c1 the results were CSN inh -2.6, MsrA act -2.1, MLLE-PAM2 inh 10.9, eLon inh 2.1, Rin1-Abl PPI inh -2.9, FAS-TE inh 11.9, MsrA inhibitor 0.8, TbMetRS inhib 0.8 and Neddyl block inactive.
`COC(=O)c1ccc2ccn(CC(=O)NC(C)C)c2c1` gave CSN inh -3.1, MsrA act -2.6, MLLE-PAM2 inh -111.5, eLon inh -1.0, Rin1-Abl PPI inh -2.8, FAS-TE inh -11.2, MsrA inhibitor 2.1 and TbMetRS inhib -0.6.

Compounds were not picked by outcome (roughly 4% active in at least one column).
